PAX8 reporter – lowers PAX8-driven luciferase in RMG-I cells. actives 1.2% (n = 360,000). RMG-I TPO-luciferase reporter, SteadyGlo, 24 h. inhibition, % at 12.6 µM;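 active = mean replicate inhibition at least 60% with every replicate also reaching 60%; inconclusive = only one of the two criteria is met; inactive = mean below 60% and not all replicates reaching 60%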;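 note: luciferase light reporting Pax8 driven TPO promoter activity; plate controls were median of neutral control wells for no effect and mitoxantrone controls for full effect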
EWS-Fli block – blocks EWS/Fli oncoprotein-driven transcription | A673 NR0B1-luciferase reporter, viability-normalised | actives 0.67% (n = 350,000) | inhibition, % at 12.6 µM | AID 651661;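 active = mean inhibition of at least 50% after viability correction, with every replicate also passing that limit; inconclusive = mean reaches 50% but only one of two replicates passes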;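 note: firefly luciferase signal divided by Alamar Blue viability fluorescence both relative to DMSO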
miR122 inh – miR-122 inhibition in Huh7 cells. Huh7 miR-122 Renilla luciferase sensor, 48 h; neutral wells = 0, positive control = 100. activation (reporter increase), % at 12.5 µM. actives 0.3% (n = 340,000). AID 602342;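 active = mean replicate activation score at least 90 and every replicate individually at or above 90; inconclusive = only one of the two criteria met; inactive = neither criterion met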;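 note: higher luciferase means less miR-122 activity so hits act as miR-122 inhibitors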
F508del corr – correctors of CFTR F508del function in bronchial epithelial cells; activity (quench increase), % at 7.58 µM; actives 0.36% (n = 350,000); AID 720511; CFBE cells, YFP halide quenching; stimulated with forskolin plus potentiator P3; % fluorescence drop versus neutral controls;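 active = mean added fluorescence quench of at least 8% versus neutral control, with both replicates also reaching 8%; inconclusive = only one of the mean or replicate conditions met; inactive = mean below 8% and not both replicates reaching 8%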;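 note: cells transiently co-express mutant CFTR-F508del with the halide-sensitive YFP; corrector assay measuring rescue of mutant channel to the surface after 24 h compound exposure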
FN deposit inh – fibronectin deposition inhibition; AH1F fibroblasts, Alexa488-fibronectin deposition fluorescence, overnight; AID 743247; inhibition, % at 12.6 µM; actives 0.086% (n = 350,000);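 active = mean inhibition across replicates of 30% or more, regardless of how many single replicates reach that level; inconclusive = mean under 30% yet at least half of replicates reach 30%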;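 note: positive control wells lacked labelled fibronectin entirely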
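Material – AH1F fibroblast monolayer, labelled fibronectin deposition · Reagent – labelled fibronectin 24 nM · Timing – 1 h adhesion, overnight exposure · Measured by – fluorescence at 485 nm excitation, 525 nm emission · Read-out – inhibition of fibronectin deposition signal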
GSIS activator – primary screen for activators of insulin secretion dependent on glucose, INS-1E cells, GLuc reporter luminescence. AID 743287. INS-1E GLuc reporter insulin secretion, 2-3 h. activation, % at 16.6 µM. actives 0.61% (n = 370,000);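 active = lowest replicate activation of at least 40%, so every replicate reaches that level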;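 note: 0% = median of neutral control wells and 100% = median of IBMX positive control wells; some compounds called inactive have numbers as strong as hits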
DENV2 CPE – DENV2-induced cell death inhibition; DENV2-infected cells, cytopathic effect rescue, plate reader; CPE inhibition, % at 9.99 µM; actives 1.7% (n = 350,000); AID 651640; in the data active = CPE inhibition above about 20%, passing the limit was not always enough; inconclusive = no clear call, values can overlap the other calls; tested in BHK-21 cells;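 note: 0% = median of neutral control wells and 100% = median of positive control wells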
* marks the source's active call; other numbers are inactive results; ? = inconclusive; . = not tested or not shown; [ ] = remark or other dose. Rows were taken by chance; overall some 3.9% were active at least once.

SMILES	PAX8 reporter	EWS-Fli block	miR122 inh	F508del corr	FN deposit inh	GSIS activator	DENV2 CPE
C/C=C/c1ccc([C@@H]2[C@@H](CO)N3CCCCN(C(=O)Nc4ccc(F)cc4)C[C@H]23)cc1	3	2	-6[16.7 µM]	0.7	.	-20	17
Cc1noc(C)c1S(=O)(=O)N(C)C[C@@H]1OCCCC[C@H](C)Oc2ccc(NC(=O)Cc3ccccc3)cc2C(=O)N([C@H](C)CO)C[C@@H]1C	4	12	-8[16.7 µM]	3.3	.	-12	7
O=c1c2ccccc2[nH]c(=S)n1CCCN1CCC(Cc2ccccc2)CC1	2	15	18	3.5	-7	-28	-1
O=C1C=C(c2cccc3c2oc2ccccc23)CCC1	-18	-1	.	2.1	7	28	-6
S=C(NCCCNC(=S)Nc1ccccc1)Nc1ccccc1	1	.	-1	.	-6	2	.
O=C(/C=C/c1ccc(Br)o1)NC(c1ccccc1)c1ccccc1	5	-2	-10	.	3	-8	-4
O=C(Nc1nccs1)c1cc(Cl)ccc1[N+](=O)[O-]	-4	.	.	.	-3	51	.
COCc1cc(N2CCN(C(=O)OC(C)(C)C)C[C@@H]2C)ccc1N1CCN(Cc2ccccc2)[C@H](C)C1	15	8	.	-0.5	14	.	-4
O=[N+]([O-])c1cc(-c2ccc(/C=N/n3cnnc3)o2)ccc1Cl	13	21	0	-1.3	7	4	-6
CCCCCC(=O)N1CC2(CC(c3cccc(NC(=O)CC)c3)=NO2)C[C@H]1C(N)=O (stereo partly drawn)	-18	-3	0	-3.1	3	.	-9
COC(=O)c1ccc2nc(C(C)(C)C)c(Cc3ccc(OC)cc3C)n2c1	-1	1	0	1.4	-1	.	-5
COc1ccc([C@@H]2CC=C(C(=O)O)[C@H](c3ccc(Br)cc3)N2S(=O)(=O)c2ccccc2C)cc1	2	-3	2	-2.7	1	-18	-13
COc1ccc(-c2csc(N3CCN(c4cc(C)nc5ccccc45)CC3)n2)cc1OC	36	30	1	0.0	-8	.	8
COc1ccc(CCN2C(=O)c3[nH]nc(-c4ccccc4O)c3C2c2cccc(O)c2)cc1OC (stereo not drawn)	23	.	1	.	-10	4	.
Cc1ccc(S(=O)(=O)NN=C2CCc3ccccc32)cc1	10	4	51	-1.6	15	19	-11
Cc1cc(NC(=O)CCC(=O)N(CC(=O)NC2CCCC2)c2cccc(F)c2)no1	-4	3	0	0.2	2	11	4
Cc1ccc(Cn2ccc(O)c(Cc3ccccc3)c2=O)cc1	3	0	.	-0.1	.	12	1
Cc1ccc2nc(NC(=O)[C@H](C)N3C(=O)C4CC=CCC4C3=O)sc2c1 (stereo partly drawn)	45	-30	.	-2.1	-12	-6	.
COc1ccc(N(CC(=O)NC2CC3CCC2C3)S(=O)(=O)c2ccc(C)cc2)cc1 (stereo not drawn)	-10	.	-5	-3.7	.	-48	-2
CO[C@H](CN(C)Cc1cc(F)ccc1F)[C@H](C)CN(C(=O)Nc1ccc(C(F)(F)F)cc1)[C@@H](C)CO	.	5	.	2.8	.	.	-4
CCOCC(=O)Nc1c(C(=O)OCC)oc2ccccc12	.	.	-2	.	1	44*	.
COc1cccc(O)c1CN1CCC(C(=O)Nc2ccc(Oc3cccnc3)cc2)CC1	21	27	-7	-0.4	3	5	-2
O=C(NC1CCN(C(=O)N2CCOCC2)CC1)c1ccccc1	12	.	-8	.	1	8	.
COC(=O)C1=C(C)N(CCc2ccc(OC)c(OC)c2)C(=O)/C1=C\N(C)C	-2	.	3	.	-7	.	.
CN1CCN(C(=O)c2cc3c(c(-c4cccc(-c5ccc(C(=O)N(C)C)cc5)c4)n2)[C@@H](CCO)N([S@](=O)C(C)(C)C)C3)CC1	1	-7	.	1.6	6	7	2

Exported in CSV form: four of the compounds above
structure,PAX8 reporter,EWS-Fli block,miR122 inh,F508del corr,FN deposit inh,GSIS activator,DENV2 CPE
O=C(Nc1nccs1)c1cc(Cl)ccc1[N+](=O)[O-],-4,.,.,.,-3,51,.
COCc1cc(N2CCN(C(=O)OC(C)(C)C)C[C@@H]2C)ccc1N1CCN(Cc2ccccc2)[C@H](C)C1,15,8,.,-0.5,14,.,-4
O=[N+]([O-])c1cc(-c2ccc(/C=N/n3cnnc3)o2)ccc1Cl,13,21,0,-1.3,7,4,-6
CCCCCC(=O)N1CC2(CC(c3cccc(NC(=O)CC)c3)=NO2)C[C@H]1C(N)=O (stereo partly drawn),-18,-3,0,-3.1,3,.,-9

Other records follow:
SMILES	PAX8 reporter	EWS-Fli block	miR122 inh	F508del corr	FN deposit inh	GSIS activator	DENV2 CPE
C[C@H](CO)N1C[C@H](C)[C@H](CN(C)C(=O)Nc2ccc(F)cc2)Oc2ccc(NC(=O)Nc3ccc(F)cc3)cc2CC1=O	.	-8	-8[16.7 µM]	-1.4	.	-7	-7
O=C(COc1ccccc1)Nc1nc(-c2cccnc2)cs1	-20	-13	.	-1.9	-10	8	-3
CO[C@H]1CC[C@@H]2CCOc3c(C#N)cccc3C(=O)N(C)C[C@H](C)C(=O)N(C)C[C@H]1O2	-4	-4	.	-1.5	-7	-7	-2
CCC(=O)N1CC2(CN(Cc3ccc(OC)cc3)C2)c2c(n(C)c3cc(OC)ccc23)[C@H]1CO	.	4	.	1.0	.	-5	-11
CCOc1ccc(/C=N/NC(=O)C(=O)NCc2ccco2)cc1	31	-5	.	0.0	-7	.	?
O=C(NCCN1C(=O)S/C(=C\c2ccc(Cl)c(Cl)c2)C1=O)c1ccc2c(c1)C(=O)N(Cc1ccncc1)C2=O	-5	1	.	-0.1	-3	-8	.
Cc1ccc(NC(=O)c2ccc3c(=O)n4c(nc3c2)CCCCC4)nc1	-78	-53	-4	-5.3	-6	18	-10
N#C[C@H]1C(O)C(O)c2ccccc2N1C(=O)c1ccccc1 (stereo partly drawn)	.	9	-1	-2.4	.	10	-7
CC(CCc1ccccc1)NC(=O)c1ccc(Cl)nc1 (stereo not drawn)	4	.	-3	.	-16	.	.
C[C@H]1CN([C@@H](C)CO)C(=O)c2cc(NS(=O)(=O)c3ccc(F)cc3)ccc2O[C@@H]1CN(C)C(=O)NC1CCCCC1	-8	-6	-9[16.7 µM]	-1.7	.	8	1
Cc1ccc(SC(C)C(=O)N2CCC(C(N)=O)CC2)cc1 (stereo not drawn)	2	-8	.	-0.4	-24	7	-1
O=C(COC(=O)c1ccc(Br)o1)Nc1ccc(Br)cc1	11	1	.	1.2	0	5	?
CC(C)C(=O)Nc1ccc(COc2ccccc2CN(Cc2ccccc2)C(=O)OC(C)(C)C)cc1	1	-39	24	0.5	-15	-3	-8
COc1ccc(NC(=O)Nc2ccc3c(c2)C(=O)N([C@@H](C)CO)C[C@H](C)[C@@H](CN(C)S(=O)(=O)c2cccs2)OCCCC[C@H](C)O3)cc1	.	-2	-1[16.7 µM]	1.6	.	-25	1
COc1ccc(NS(=O)(=O)c2cccc(C(=O)NCC(c3ccc(OC)cc3)N3CCCC3)c2)cc1 (stereo not drawn)	16	-12	.	2.2	-11	-16	-6
Cc1cscc1NC(=O)/C=C/C(=O)O	10	-5	1	1.8	-4	.	-5
COCC#Cc1ccc([C@@H]2[C@@H](CO)N3C(=O)CN(C(=O)CN4CCOCC4)C[C@@H]23)cc1	.	-4	.	2.9	-8	8	17
C=CCOC1COC2C(OCC=C)COC12 (stereo not drawn)	-6	-8	2	2.9	.	.	2
COc1cccc(S(=O)(=O)N2CCC3(CC2)CN[C@H](CO)c2[nH]c4cc(OC)ccc4c23)c1	.	-3	.	-3.1	.	4	-17
CCc1c(C)nc2ncnn2c1N1CCCC(C(=O)NCCc2ccccc2)C1 (stereo not drawn)	.	-21	-3	-0.5	.	41	0
O=C1COc2ccc(NC(=O)N3CCN(c4ccc(F)cc4)CC3)cc2N1	17	.	-8	.	7	.	.
O=C(COC(=O)c1cccnc1Cl)NC1CCCc2ccccc21 (stereo not drawn)	-10	1	0	0.6	9	34	-2
Cc1ccc(NC(=O)Cc2csc(-c3ccccc3)n2)cc1F	0	-8	.	.	0	25	.
CC(C)N(Cc1cnn(C)c1)C(=O)C1CCC(=O)N(CCc2cccc(F)c2)C1 (stereo not drawn)	-4	-10	-5	0.7	4	2	0
Cc1ccc(S(=O)(=O)N(C)C[C@H]2Oc3cc(C#Cc4ccccc4)ccc3S(=O)(=O)N([C@@H](C)CO)C[C@@H]2C)cc1	35	23	24[16.7 µM]	.	-12	-12	-4

Copied from the list.
EWS-Fli block result of O=C(COC(=O)c1cccnc1Cl)NC1CCCc2ccccc21 (stereo not drawn) = 1
FN deposit inh result of CC(C)N(Cc1cnn(C)c1)C(=O)C1CCC(=O)N(CCc2cccc(F)c2)C1 (stereo not drawn) = 4

Next section
SMILES	PAX8 reporter	EWS-Fli block	miR122 inh	F508del corr	FN deposit inh	GSIS activator	DENV2 CPE
CCCNC(=O)C1(C)CCN(C(=O)c2c(Cl)cccc2Cl)C1 (stereo not drawn)	-15	-1	1	3.0	0	14	?
COc1ccc(CNC(=O)COC(=O)CC(NC(N)=O)c2ccc(Cl)cc2)cc1OC (stereo not drawn)	9	6	2	-0.1	-1	-22	-9
OC[C@H]1[C@H](c2ccc(-c3cccnc3)cc2)[C@@H]2CN(CC3CC3)CCCCN12	1	4	2[16.7 µM]	-2.0	.	-2	?
O=C(OCc1ccc(Br)cc1)c1cccnc1Cl	-1	3	0	0.6	8	-8	-6
COc1ccc(CCNC(=O)C(=O)N/N=C/c2cccs2)cc1OC	1	16	-2	1.3	8	32	0
C[C@@H](NC(=O)C[C@@H]1CC[C@H]2[C@@H](COC[C@H](O)CN2C(=O)Nc2cc(Cl)cc(Cl)c2)O1)c1ccccc1	18	13	-9[16.7 µM]	0.1	-1	-29	40*
COc1ccccc1C(=O)NC(=O)CSc1nnc(SC)s1	-2	4	-2	-1.1	.	21	0
O=C(C[C@H]1CC[C@@H]2[C@H](COC[C@H](O)CN2C(=O)Nc2ccc(Cl)cc2)O1)N1CCCCC1	-45	-49	-1[16.7 µM]	2.3	-2	-27	0
Cc1nn(-c2ccccc2)c(N)c1N=O	15	-6	10	1.2	-17	5	1
CC(C)(C)c1nnc(NC(=O)CN2C(=O)C3C4C=CC(C4)C3C2=O)s1 (stereo not drawn)	7	.	4	.	-7	.	.
S=C(NCc1ccc(Cl)cc1)NCc1ccco1	.	-14	.	1.6	-7	-16	-7
CN(C)c1cccc(C(=O)N/N=C/c2ccsc2)c1	-90	-104	.	-1.9	10	-2	.
O=C(NC1CCOCC1)C1CCC(=O)N(CCc2cccc(F)c2)C1 (stereo not drawn)	-17	-5	-4	0.7	-2	2	2
O=C(Nc1ccnn1C1CCN(Cc2cc3ccccc3[nH]2)CC1)C1CCOC1 (stereo not drawn)	21	9	3	0.2	0	13	4
Cc1noc(C)c1S(=O)(=O)Nc1ccc2c(c1)CC(=O)N([C@H](C)CO)C[C@H](C)[C@H](CN(C)C)O2	-19	-7	-4[16.7 µM]	-0.7	.	29	-2
CCN(CC)C(=O)Cn1cc(C(=O)C(=O)NCc2ccccn2)c2ccccc21	-6	-10	-10	-2.5	-5	2	0
N#Cc1c(-c2ccc(Cl)cc2)ccn2nc(C3CCCCC3)nc12	-79	.	-7	.	-11	.	.
CC(=O)Nc1cccc(/C(C)=N\NC(=O)c2ccc(Cn3nc([N+](=O)[O-])c(Cl)c3C)o2)c1	2	3	.	-1.3	-4	.	-17
CC(=O)N1CCC2(CC1)CC(=O)c1cc(OCC(=O)N3CCCC3)ccc1O2	7	10	.	-1.5	5	9	10
CC1(C(=O)NCc2ccccc2Br)CCN1Cc1ccc(-c2ccccn2)cc1 (stereo not drawn)	20	5	16	0.6	-24	-23	1
CCN(CC)C(=O)CSc1n[nH]c(=O)n1CCc1ccccc1	12	-3	-4	-0.3	0	1	1
CO[C@H](CN(C)Cc1cc(F)ccc1F)[C@H](C)CN(C(=O)Nc1ccc(F)cc1)[C@@H](C)CO	.	-7	.	1.9	-7	-20	14

High-throughput results: PubChem, Broad Institute
